RGS4 pot = potentiators or activators of RGS4; AID 463111; actives 0.92% (n = 310,000); HEK293 M3R/inducible RGS4, carbachol calcium flux Fluo4; hits give low values; B-score at 10 µM;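 active means B-score of the integrated calcium signal more than 4 SD below the library mean, with starting fluorescence not abnormally high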;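 further: negative B-score means reduced calcium response which marks RGS4 activation or potentiation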
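Material: M3R-expressing HEK293 line, RGS4 induced by doxycycline | Schedule: Overnight RGS4 induction, 30 min dye load 37 °C, 20 min compound RT | Measured by: Fluo4 fluorescence kinetic imaging of calcium | Read-out: Integrated calcium ratio converted to B score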
MrgX1 agonist = human MrgX1 receptor agonism, primary screen; Q96LB2; MrgX1-HEK293 cells, Fluo-4 calcium fluorescence, agonist mode; hits give high values; B-score at 10 µM; actives 0.44% (n = 310,000); AID 588627;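 active means calcium response B-score plate-corrected fluorescence ratio at least 3 library SD, with starting fluorescence B-score inside 5 SD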
Target sequence (Q96LB2 whole entry, looked up): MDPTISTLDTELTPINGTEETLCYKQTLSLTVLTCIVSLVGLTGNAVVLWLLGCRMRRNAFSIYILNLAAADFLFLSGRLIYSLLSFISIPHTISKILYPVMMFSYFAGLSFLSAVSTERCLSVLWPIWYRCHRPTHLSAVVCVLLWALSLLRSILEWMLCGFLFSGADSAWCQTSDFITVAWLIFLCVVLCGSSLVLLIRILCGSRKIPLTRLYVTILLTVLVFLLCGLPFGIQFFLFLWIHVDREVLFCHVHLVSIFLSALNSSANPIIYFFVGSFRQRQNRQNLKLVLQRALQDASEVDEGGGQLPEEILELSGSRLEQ
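System: HEK293 cells stably expressing human MrgX1 receptor; Dosing: test compound in the initial addition of three; Schedule: overnight plating, then 30 min 37 °C plus 30 min room-temperature dye loading; Detection: kinetic calcium dye fluorescence, Fluo-4 NW; Controls: per-plate positive and negative controls for Z′ factor.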
hERG rescue = hERG (human) protection from proarrhythmic block | activation (rescue from dofetilide block), less the hit threshold, % at 10 µM | CHO-hERG, FluxOR thallium flux, dofetilide IC70 present | Q12809 | AID 1511 | actives 0.51% (n = 310,000);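 active means activation above the mean of controls blocked by dofetilide plus 5 SD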;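 further: thallium influx through hERG after potassium depolarization seen as dye fluorescence rise; in these data hits start at about 4.7%; inactives centre near -7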
RGS4 block = inhibitors of human RGS4; actives 0.45% (n = 310,000); P49798; B-score at 10 µM; HEK293 M3R/RGS4 inducible, Fluo-4 calcium flux; hits give high values; triggered by carbachol at its EC20;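 active means B-score, a plate-corrected calcium signal, over three deviations above library mean, with baseline fluorescence within five deviations of library mean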;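 further: RGS4 expression induced by doxycycline in cells with stable M3 receptor; B-score is computed from the integrated fluorescence ratio over baseline after carbachol; higher B-score means a larger calcium signal and so more RGS4 inhibition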
KCNQ1 inh = blocks the human KCNQ1 potassium channel; B-score at 10 µM; CHO-K1 KCNQ1, FluxOR thallium flux fluorescence; hits give high values; actives 1.3% (n = 310,000); AID 2642;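 active means compounds whose thallium flux B-score, printed positive for inhibition, exceeds three library SD while starting fluorescence stays within three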;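 further: channel opened by potassium depolarization with thallium stimulus after 20 min compound exposure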
ANO1 block = mouse TMEM16A channel inhibition, primary screen | HEK293 TMEM16A/YFP iodide influx fluorescence, ionomycin | actives 1.2% (n = 310,000) | normalized B-score (activity score, 25-100; higher = stronger inhibition) at 10 µM | Q8BHY3;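 active means ratio plate-corrected score three or more library SD toward inhibition, starting fluorescence score within five deviations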;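 further: score derived from kinetic fluorescence span divided by baseline fluorescence per well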
TMEM16A act = activates or potentiates the mouse TMEM16A chloride channel; Q8BHY3; HEK293 TMEM16A/YFP-H148Q/I152L, iodide quench fluorescence; hits give low values; B-score at 10 µM; actives 0.3% (n = 340,000); AID 623877;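 active means fluorescence-ratio B-score plate-corrected deviation score at least 3 library SD below zero, with starting fluorescence score within 5 deviations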;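 further: channel opened by trigger with iodide after compound preincubation; score built on the fluorescence ratio of max minus min over baseline; more negative score means more quench and so TMEM16A activation or potentiation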
KCNK3 block = human KCNK3 channel inhibition, primary screen; O14649; actives 0.84% (n = 340,000); CHO-KCNK3 thallium flux, FluxOR fluorescence; hits give low values; AID 602410; B-score at 10 µM;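 active means B-score under library mean minus 4 SD, starting fluorescence ratio at most library mean plus 5 SD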;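 further: more negative B-score means stronger inhibition of thallium flux through KCNK3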
Target sequence (O14649 whole entry, looked up): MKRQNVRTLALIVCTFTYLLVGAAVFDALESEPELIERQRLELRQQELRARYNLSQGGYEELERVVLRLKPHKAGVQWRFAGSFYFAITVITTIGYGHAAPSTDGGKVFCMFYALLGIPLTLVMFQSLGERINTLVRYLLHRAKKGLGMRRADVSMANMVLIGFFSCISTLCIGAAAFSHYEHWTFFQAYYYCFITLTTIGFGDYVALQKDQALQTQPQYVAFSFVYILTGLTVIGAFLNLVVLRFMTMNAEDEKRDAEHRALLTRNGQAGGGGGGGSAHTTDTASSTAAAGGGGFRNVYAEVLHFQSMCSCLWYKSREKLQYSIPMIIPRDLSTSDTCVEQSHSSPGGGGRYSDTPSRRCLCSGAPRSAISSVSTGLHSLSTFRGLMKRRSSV
KCNQ1 pot = potentiators or activators of human KCNQ1 potassium channel; P51787; CHO-K1 KCNQ1, thallium flux FluxOR fluorescence; hits give high values; B-score at 10 µM; actives 0.35% (n = 310,000);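 active means fluorescence ratio B-score, a plate-corrected score, at least three library SD, with initial intensity B-score within 5 SD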
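Medium – assay buffer, equal DMSO in all wells · Material – CHO-K1 cell line with stable KCNQ1 potassium channel expression · Signal – kinetic FluxOR thallium fluorescence, 10-s 1-Hz baseline, 110-s post-stimulus read · Compound – single concentration per compound, DMSO matched to controls · Schedule – 37 °C overnight plating, 90-min dark dye load, 20-min compound pretreatment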
MrgX1 PAM = human MrgX1 positive allosteric modulation, primary screen. Q96LB2. MrgX1-HEK293, Fluo-4 calcium flux, FDSS; hits give high values. B-score at 10 µM. actives 0.63% (n = 310,000);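 active means plate-corrected calcium response at least 3 library SD above typical, normal starting fluorescence, not activating the receptor alone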;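 further: compound read alongside a low EC10 to EC30 dose of BAM8-22 agonist; peak minus trough fluorescence over baseline measured at the second addition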
KCNK9 block = inhibitors of human KCNK9 two-pore domain potassium channel; Q9NPC2; HEK293 KCNK9, FluxOR thallium flux fluorescence; hits give low values; B-score at 10 µM; actives 1.2% (n = 310,000);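 active means ratio B-score over 3 SD below the library mean, with starting fluorescence within 5 SD of its mean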;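 further: negative B-score means less thallium flux so channel inhibition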
Target sequence (Q9NPC2 whole entry, looked up, the tested form may be a part): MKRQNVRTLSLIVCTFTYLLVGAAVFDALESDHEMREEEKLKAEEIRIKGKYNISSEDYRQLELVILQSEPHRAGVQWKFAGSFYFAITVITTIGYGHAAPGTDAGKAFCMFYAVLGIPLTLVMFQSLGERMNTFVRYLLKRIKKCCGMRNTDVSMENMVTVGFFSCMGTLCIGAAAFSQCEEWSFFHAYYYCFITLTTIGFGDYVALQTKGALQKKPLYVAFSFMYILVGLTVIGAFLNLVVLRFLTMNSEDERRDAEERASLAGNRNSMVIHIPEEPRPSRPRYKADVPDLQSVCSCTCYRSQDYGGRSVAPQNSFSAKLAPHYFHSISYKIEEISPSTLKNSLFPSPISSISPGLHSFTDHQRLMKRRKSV
* marks the source's active call; other numbers are inactive results; i = inactive; nt = no result given.

SMILES	RGS4 pot	MrgX1 agonist	hERG rescue	RGS4 block	KCNQ1 inh	ANO1 block	TMEM16A act	KCNK3 block	KCNQ1 pot	MrgX1 PAM	KCNK9 block
CCOc1ccc(NC(=O)COC(=O)Cc2ccc(S(=O)(=O)N3CCOCC3)s2)cc1	i	i	-8.2	i	i	i	i	i	i	i	i
CCC(=O)/C=C1/Sc2ccc(OC)cc2N1CC	i	i	-8.0	i	i	i	i	i	i	i	i
CC(=O)NCCC(=O)Nc1nc(-c2ccc3c(c2)OCCO3)cs1	i	i	-13.8	i	i	i	i	i	i	i	i
COc1ccc(NC(=O)CSc2nnc(NC(=O)c3ccccc3C(=O)O)s2)cc1	i	i	-10.6	i	i	i	i	i	i	i	i
COC(=O)c1cc(OCC(=O)NC2CCCc3ccccc32)cc(C(=O)OC)c1 (stereo not drawn)	i	i	-6.3	i	i	i	i	i	i	i	i
COc1cccc(C2C(C(=O)c3sc(C)nc3C)=C(O)C(=O)N2CCN2CCOCC2)c1OC (stereo not drawn)	i	i	-6.4	i	i	i	i	i	i	i	i
NC(N)=NC1=NC(=O)C(Cc2ccccc2Cl)S1 (stereo not drawn)	i	i	-9.2	i	i	i	i	i	i	i	i
O=C(Oc1ccccc1/C=C\C(=O)c1cc2ccccc2o1)c1ccccc1	i	i	-7.8	i	i	i	i	i	i	i	i
O=C(CN1C(=O)c2cccnc2Oc2ccc(Cl)cc21)N1CCOCC1	i	i	-6.2	i	i	i	i	i	i	i	i
O=C(OCc1ccccc1)c1ccc(Br)o1	i	i	-6.2	i	i	i	i	i	i	i	i
O=c1oc2ccccc2c(O)c1C=NCc1ccccn1	i	i	-4.0	i	i	i	i	i	i	i	i
O=C(CCN1C(=O)c2ccccc2S1(=O)=O)N1CCN(c2ccc(F)cc2)CC1	i	i	-15.4	i	i	i	i	i	i	i	i
CCN(C(=O)COC(=O)c1ccccc1NCCO)C1CCS(=O)(=O)C1 (stereo not drawn)	i	i	-8.1	i	i	i	i	i	i	i	i
CCOc1ccc(C2c3[nH]c4ccccc4c3C[C@H]3C(=O)N(C4CC4)CC(=O)N23)cc1OC (stereo partly drawn)	i	i	-3.5	i	i	i	i	i	i	i	i
C=C(C)CNC(=S)N/N=C\c1ccc2c(c1)OCO2	i	i	-4.5	i	i	i	i	i	i	i	i
O=C(C1CCN(S(=O)(=O)c2ccc(Cl)cc2)CC1)N1CCC1	i	i	-10.1	i	i	i	i	i	i	i	i
Cc1ccc(S(=O)(=O)N2CCCCC2)cc1NS(=O)(=O)c1cccc(C(=O)O)c1	i	i	-7.4	i	i	i	i	i	i	i	i
COc1ccc(C2=NO[C@@H]3[C@@H]4C[C@@H]([C@H]5C(=O)N(C)C(=O)[C@@H]45)[C@H]23)cc1	i	i	-3.4	i	i	i	i	i	i	i	i
COc1ccc(N(CC(=O)Nc2c(C)n(C)n(-c3ccccc3)c2=O)S(=O)(=O)c2ccc(C)cc2)cc1OC	i	i	-8.3	i	i	i	i	i	i	i	i
Cc1ccc(S(=O)(=O)c2c(N)n(NC(=O)C3CC3)c3nc4ccccc4nc23)cc1	i	i	-12.1	i	i	i	i	i	i	i	i
Cc1ccc(CNC(=O)C(C)OC(=O)c2ccco2)cc1 (stereo not drawn)	i	i	-3.3	i	i	i	i	i	i	i	i
CCCCn1c(-c2ccncc2)nc2c1c(=O)[nH]c(=O)n2CC(C)C	i	i	-7.9	i	i	i	i	i	i	i	i
COc1ccc(NC(=O)CCC2CCCCC2)cc1S(=O)(=O)N1CCCCC1	i	i	-9.9	i	i	i	i	i	i	i	i
O=C(Nc1nnc(CCN2CCCCC2)s1)c1cccc(Cl)c1	i	i	0.3	i	i	i	i	i	i	i	i
COc1ccccc1CNC(=O)c1ccc(N2CCOCC2)c([N+](=O)[O-])c1	i	i	-14.5	i	i	i	i	i	i	i	i
CCN(CC)c1ccc(/C=N/N=C(c2ccccc2)c2ccccc2)c(O)c1	i	i	-5.9	i	i	i	i	i	i	i	i
Cc1c(CCC(=O)N[C@@H](C)C(=O)O)c(=O)oc2cc3oc4c(c3cc12)CCCC4	i	i	-2.6	i	i	i	i	i	i	i	i
Nc1cc2c(cc1[N+](=O)[O-])OCO2	i	i	-4.5	i	i	i	i	i	i	i	i
Cc1nn(-c2ccccc2)cc1C(c1c(N)[nH]c(=S)[nH]c1=O)c1c(N)[nH]c(=S)[nH]c1=O	i	i	-5.5	i	i	i	i	i	i	i	i
Cc1cc(OCC(=O)Nc2cc(-c3nn4c(C)nnc4s3)ccc2C)ccc1Cl	nt	i	nt	nt	nt	i	i	i	nt	i	nt
O=C(Cc1cccs1)N1CCN=C1SCc1ccc(Br)cc1	i	i	-7.7	i	i	i	i	i	i	i	i
CCOC(=O)/C=C1\SCC(=O)N1CC(=O)c1ccc[nH]1	i	i	-16.4	i	i	i	i	i	i	i	i
Cc1c(C(=O)OCC(=O)N(CCC#N)c2ccccc2)oc2c1ccc1ccccc12	i	i	-9.8	i	i	i	i	i	i	i	i
CCC(C(=O)NCCc1ccccc1OC)n1nc(C)c2c(C)n(-c3ccccc3)nc2c1=O (stereo not drawn)	i	i	-12.1	i	i	i	i	i	i	i	i
CCCC(c1nnnn1Cc1ccco1)N1CCN(c2ccccc2)CC1 (stereo not drawn)	i	i	-8.0	i	i	i	i	i	i	i	i
CCOc1ccc(NC2=NCC(=O)N2CCc2ccccc2)cc1	i	27.3*	-0.8	i	i	i	i	i	i	i	i
O=C(CN1CCCC1)Nc1ccccc1Sc1ccccc1	i	i	-19.1	i	i	i	i	i	i	i	i
Cc1cc(NC(=O)COc2coc(CN3CCN(c4ccccc4)CC3)cc2=O)no1	i	i	-11.8	i	i	i	i	i	i	i	i
CCOC(=O)Cn1c(=N)n(Cc2ccccc2)c2ccccc21	i	i	0.0	i	i	i	i	i	i	i	i
COc1ccccc1OCCCCN1CCC(C)CC1	i	i	-7.9	i	i	i	i	i	i	i	i
COc1ccc(-c2ccccc2)cc1NC(=O)c1ccncc1	i	i	-10.8	i	i	i	i	i	i	i	i
O=C1CCCN1CCCNc1ncnc2c1cnn2-c1ccc(Cl)cc1	i	i	-3.3	i	i	i	i	i	i	i	i
O=C(Nc1ccc(N2CCOCC2)cc1N1CCOCC1)c1ccc([N+](=O)[O-])cc1	i	i	-4.6	i	i	i	i	i	i	i	i
COc1ccccc1OC(C)C(=O)Nc1ccc2c(c1)n(C)c(=O)n2C (stereo not drawn)	i	i	-6.2	i	i	i	i	i	i	i	i
CC(=O)c1sccc1NC(=O)c1ccccc1C(=O)O	i	i	-5.4	i	i	i	i	i	i	i	i
COc1ccc(C(=O)c2ccc(N3CCOCC3)c([N+](=O)[O-])c2)cc1	i	i	-5.8	i	i	i	i	i	i	i	i
COc1ccc(OC)c(NC(=O)NC2CCCCCCC2)c1	i	i	-7.6	i	i	i	i	i	i	i	i
COc1ccc2oc(C(=O)OC(C)C(=O)N(C)c3ccccc3)c(C)c2c1 (stereo not drawn)	i	i	-12.3	i	i	i	i	i	i	i	i
CCOC(=O)N1CCC(NC(=O)CSCc2nc(-c3ccccc3Cl)oc2C)CC1	i	i	-2.7	i	i	i	i	i	i	i	i
COc1ccc(-c2noc(CCCC(=O)NCc3ccco3)n2)cc1OC	i	i	-7.5	i	i	i	i	i	i	i	i
Oc1c(/C=N/c2ccccn2)sc2ccccc12	i	i	-9.1	i	i	i	i	i	11*	i	i
CCOc1ccc(C(=O)NCC(=O)NNC(=O)C2COc3ccccc3O2)cc1OCC (stereo not drawn)	i	i	-11.3	i	i	i	i	i	i	i	i
COC(=O)C(CCSC)NC(=O)c1cn(-c2ccc(OC)cc2)c(=O)c2ccccc12 (stereo not drawn)	i	i	-5.6	i	i	i	i	i	i	i	i
Cc1sc(-c2ccncc2)nc1OC(=O)c1ccc(F)cc1F	i	i	-2.8	i	i	i	i	i	i	i	i
CCOc1ccccc1NCc1cc(=O)oc2cc(C)ccc12	i	i	-9.6	i	i	i	i	i	i	i	i
S=c1[nH]nc(COc2ccccc2)n1/N=C/C=C/c1ccccc1	i	i	-8.9	i	i	i	i	i	i	i	i
Cc1ccc(/C=C/C(=O)Nc2cccnc2)o1	i	i	-3.6	i	i	i	i	i	i	i	i
COc1nc(N/N=C/c2ccc(C)cc2)nc(N2CCCCC2)n1	i	i	-5.5	i	i	i	i	i	i	i	i
CCOC(=O)c1cccc(NC(=O)/C=C/c2cccc([N+](=O)[O-])c2)c1	i	i	-12.9	i	i	i	i	i	i	i	i
CNc1nc(NCCOC23CC4CC(CC(C4)C2)C3)nc(OCC(F)(F)F)n1	i	i	-9.7	i	i	i	i	i	i	i	i

Carrying on.
SMILES	RGS4 pot	MrgX1 agonist	hERG rescue	RGS4 block	KCNQ1 inh	ANO1 block	TMEM16A act	KCNK3 block	KCNQ1 pot	MrgX1 PAM	KCNK9 block
Cc1ccc(NC(=O)CC(=O)c2ccc([N+](=O)[O-])cc2)cc1S(=O)(=O)Nc1cccc(Cl)c1	i	i	-10.6	i	i	i	i	i	i	i	i
COCCNc1cc(N)c([N+](=O)[O-])cc1[N+](=O)[O-]	i	i	-11.2	i	i	i	i	i	i	i	i
Cc1ccc(C)c(NC(=S)N(C)CCO)c1	i	i	-0.8	i	i	i	i	i	i	i	i
C1CCC(Nc2nc3nonc3nc2N2CCSCC2)C1	i	i	-4.3	i	i	i	i	i	i	i	i
CCn1c2ccccc2c2cc(NC(=O)c3cccc([N+](=O)[O-])c3C)ccc21	i	i	-5.1	i	i	i	i	i	i	i	i
COc1ccccc1N1CCN(C(=O)CN(C)S(=O)(=O)c2ccc3c(c2)c(=O)n(C)c(=O)n3C)CC1	i	i	-24.0	i	i	i	i	i	i	i	i
CCC(CC)C(=O)Nc1ccccc1-n1cccc1	i	i	-9.5	i	i	i	i	i	i	i	i
O=C(Cn1cc2c(n1)CCCCC2)NCc1ccccn1	i	i	-8.3	i	i	i	i	i	i	i	i

From PubChem BioAssay
